# Assay outcomes from PubChem BioAssay.
# 15-hLO inh: 15-hLO (ALOX15) enzyme inhibition. purified 15hLO-1, xylenol orange hydroperoxide absorbance. Potency, µM (top dose mostly 57.1 µM), inactives show at the highest dose activity change, negative = inhibition, hits mostly inhibitors. 74,000 tested, 1.4% active; also: potency is read from the fitted curve at half-maximal effect; % is scaled to controls: 0 for no effect and ±100 for the full control effect; nearly all actives have a fitted effect of over 55% in size
#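 Purified human 15hLO-1 (40 nM final) in 25 mM Hepes pH 7.5, 0.01% Triton X-100 was preincubated with compound 15 min at room temperature, then reacted 6 min with 50 uM arachidonic acid; hydroperoxide detected by Fe-XO, 573/405 nm absorbance ratio.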
# Ub-GFP proteasome: ubiquitin-GFP accumulation via proteasome inhibition; Ubiquitin-GFP reporter cells, proteasome inhibition, GFP fluorescence; response scale: untreated = 0%, 10 µM MG-132 = 100%; Potency, µM (doses to about 45.9 µM), inactives show at the highest dose activation (GFP accumulation), most hits filed as activators; 67,000 tested, under 10 active; AID 526; active = well fitted activation curve with a large enough effect, not every such curve was filed as active; inconclusive = small, poorly fitted or top-dose-only effect, or another doubt; inactive = no such curve, though single readings can be large or run the other way; also: potency is read from the fitted curve at half-maximal effect
#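 U2OS cells stably expressing ubiquitin(G76V)-GFP, seeded overnight in 0.5% FBS medium, were exposed to compounds (qHTS, 46 uM to 2.9 nM) for 4 hr at 37 °C. GFP-positive cells were counted by laser cytometry (488 ex/515 em), normalized between basal and 10 uM MG-132.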
# GFP derepression: epigenetic GFP locus derepression in mouse cells | 68,000 tested, 0.09% active | mouse C127i GFP locus derepression, cytometry, 30 h | AID 597 | Potency, µM (top dose mostly 46.1 µM), for inactives: at the top dose GFP derepression (activation); also: % of control where 0% means no effect
#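 Derepression screen: silenced CMV-GFP reporter in murine C127i cells, 30 h compound incubation at 37 C, washed cells imaged by laser-scanning cytometer to enumerate GFP-expressing objects of 20 to 120 um.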
# A350 fluor: compound fluoresces in the Alexa 350 spectral region; 59,000 tested, 11% active; AID 590; max dye-equivalent concentration, M; Compound autofluorescence, 340/450 nm, Alexa 350 dye-equivalents; hits give high values; in the data active = max dye-equivalent concentration above about 10 nM; inconclusive = mostly about 1.1 nM to 9.6 nM
# Hsp90 Hop PPI: changes Hsp90-Hop TPR2A binding signal, up or down; AlphaScreen TPR2A-His6 binding biotin-Hsp90 C-terminal peptide; Potency, µM (top dose mostly 57 µM), without a hit: top-dose activity change, negative = inhibition; 71,000 tested, 0.44% active; active = well fitted curve in either direction with a large enough effect; inconclusive = small, poorly fitted or top-dose-only effect, or another doubt; also: potency is read from the fitted curve at half-maximal effect; % is scaled to controls: 0 for no effect and ±100 for the full control effect; many of its hits are not listed in these tables
# 4MU fluor: compound fluoresces in the 4-MU spectral region | compound autofluorescence, 340/450 nm, 4-MU equivalents; hits give high values | max dye-equivalent concentration, M | 59,000 tested, 11% active | AID 589; in the data active = max dye-equivalent concentration above about 10 nM; inconclusive = mostly about 1.1 nM to 9.6 nM
#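 Compounds in 100 mM Tris, pH 8.0, incubated 15 min at room temperature, then fluorescence read at 340 nm excitation/450 nm emission. Signal converted to 4-MU dye-equivalent concentration using an on-plate six-point 4-MU standard curve.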
# BRCT inh green: BRCA1 BRCT-phosphoprotein interaction inhibition; P38398; 75,000 tested, 0.05% active; BRCA1 BRCT-phosphopeptide binding, green fluorescence polarization; Potency, µM (doses to about 76.9 µM), without a hit: at the top dose activity change, negative = inhibition, usual class: inhibitors;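 also: potency is read from the fitted curve at half-maximal effect; plate controls were peptide without protein for full effect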
# Target sequence (P38398 whole entry, looked up): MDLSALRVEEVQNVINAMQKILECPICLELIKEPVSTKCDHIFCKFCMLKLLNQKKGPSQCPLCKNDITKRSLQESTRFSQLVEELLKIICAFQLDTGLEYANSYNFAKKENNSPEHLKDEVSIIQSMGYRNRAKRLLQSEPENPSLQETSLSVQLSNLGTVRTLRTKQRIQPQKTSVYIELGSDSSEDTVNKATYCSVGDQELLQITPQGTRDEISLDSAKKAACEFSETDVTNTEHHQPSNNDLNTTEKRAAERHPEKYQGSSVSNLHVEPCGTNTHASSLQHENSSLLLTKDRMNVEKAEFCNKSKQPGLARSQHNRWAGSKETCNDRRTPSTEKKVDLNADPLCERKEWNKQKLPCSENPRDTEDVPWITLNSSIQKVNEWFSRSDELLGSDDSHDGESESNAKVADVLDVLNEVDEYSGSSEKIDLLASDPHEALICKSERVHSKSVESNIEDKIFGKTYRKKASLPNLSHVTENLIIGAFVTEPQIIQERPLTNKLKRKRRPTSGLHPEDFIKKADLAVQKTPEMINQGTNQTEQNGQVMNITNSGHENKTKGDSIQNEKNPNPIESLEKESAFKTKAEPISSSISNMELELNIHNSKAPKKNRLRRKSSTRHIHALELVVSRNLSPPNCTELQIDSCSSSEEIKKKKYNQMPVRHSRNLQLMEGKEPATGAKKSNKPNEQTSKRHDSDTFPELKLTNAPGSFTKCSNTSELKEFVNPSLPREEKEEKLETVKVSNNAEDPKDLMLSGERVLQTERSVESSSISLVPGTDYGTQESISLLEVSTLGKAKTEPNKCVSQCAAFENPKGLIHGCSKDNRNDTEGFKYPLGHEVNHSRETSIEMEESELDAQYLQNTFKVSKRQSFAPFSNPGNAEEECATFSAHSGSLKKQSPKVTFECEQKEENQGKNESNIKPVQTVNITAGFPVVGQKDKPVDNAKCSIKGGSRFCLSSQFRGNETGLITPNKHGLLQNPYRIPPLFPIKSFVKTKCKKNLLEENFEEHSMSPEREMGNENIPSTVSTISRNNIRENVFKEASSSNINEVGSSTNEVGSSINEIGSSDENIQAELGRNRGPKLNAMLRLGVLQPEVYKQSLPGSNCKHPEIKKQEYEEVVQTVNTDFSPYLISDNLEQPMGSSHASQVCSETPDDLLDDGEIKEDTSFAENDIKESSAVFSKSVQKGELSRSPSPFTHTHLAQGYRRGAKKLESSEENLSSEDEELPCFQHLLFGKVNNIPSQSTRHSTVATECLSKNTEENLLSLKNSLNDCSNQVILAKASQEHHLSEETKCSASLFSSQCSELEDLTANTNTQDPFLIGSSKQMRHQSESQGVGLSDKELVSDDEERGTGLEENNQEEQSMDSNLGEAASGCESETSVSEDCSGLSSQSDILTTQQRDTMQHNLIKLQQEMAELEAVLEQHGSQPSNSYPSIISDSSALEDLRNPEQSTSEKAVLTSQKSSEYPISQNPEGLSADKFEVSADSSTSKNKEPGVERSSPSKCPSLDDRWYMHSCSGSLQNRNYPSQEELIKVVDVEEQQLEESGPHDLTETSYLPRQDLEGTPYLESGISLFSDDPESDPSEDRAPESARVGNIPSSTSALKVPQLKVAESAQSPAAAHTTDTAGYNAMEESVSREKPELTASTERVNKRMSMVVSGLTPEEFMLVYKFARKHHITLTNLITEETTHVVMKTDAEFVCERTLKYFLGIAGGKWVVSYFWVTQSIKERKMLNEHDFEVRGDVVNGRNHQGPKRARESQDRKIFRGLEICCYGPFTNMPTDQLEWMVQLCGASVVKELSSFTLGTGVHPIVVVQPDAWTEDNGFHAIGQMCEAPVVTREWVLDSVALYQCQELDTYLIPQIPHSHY
#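 Compounds were incubated for 12 min at room temperature with a complex of 100 nM fluorescein-tagged pBACH1 decapeptide and 250 nM His-tagged BRCT protein. Buffer was phosphate pH 7.3 with EDTA, DTT and Tween 20. Disruption of binding lowers the polarization signal.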
# BRCT PPI red: BRCT-phosphoprotein interaction inhibition (red fluorophore) | P38398 | AID 892 | 75,000 tested, 0.03% active | Potency, µM (titrated, usually from 76.9 µM), inactives show at the top dose activity change, negative = inhibition, hits mostly inhibitors | BRCT-phosphopeptide binding, red fluorescence polarization; also: % is scaled to controls: 0 for no effect and ±100 for the full control effect
#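 Fluorescence polarization: 100 nM His-tagged BRCA1 BRCT with 100 nM TAMRA-labelled phospho-BACH1 decapeptide, phosphate buffer pH 7.3 with 150 mM NaCl, DTT, 0.01% Tween 20; 12 min RT. Binding inhibition seen as FP decrease.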
# Pol III holo inh: blocks replication by bacterial DNA polymerase III holoenzyme. reconstituted DNA polymerase III holoenzyme replication, biochemical. Potency, µM (series often up to 57.1 µM), for the others: at the highest dose activity change, negative = inhibition. 71,000 tested, 0.25% active; also: potency is read from the fitted curve at half-maximal effect; % is scaled to controls: 0 for no effect and ±100 for the full control effect
#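 Reconstituted *E. coli* holoenzyme (0.35 nM Pol III, 1 nM beta, 154 nM SSB, 2 nM primase) was preincubated with compound for 15 min at RT. Synthesis on 1.4 nM ssM13Gori ran 35 min, then was stopped with PicoGreen/EDTA and read as dsDNA fluorescence.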
# HBB splice mod: alters splicing of the hemoglobin beta chain. HBB splicing reporter cell assay, activation; EGFP reporter with mutant IVS2-654 intron; response scale: normalised to 500 nM splice-correcting PNA. 65,000 tested, 0.06% active. AID 925. Potency, µM (highest dose often 46.1 µM), for inactives: at the top dose activation, actives largely listed as activators; also: potency is read from the fitted curve at half-maximal effect; 0% is about no effect
#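 HeLa cells stably expressing EGFP interrupted by mutant beta-globin intron 2 (IVS2-654), 500/well in 2% FCS. Treated with compound for 2 days at 37C. Splicing correction scored as total well GFP intensity (488 nm excitation, 500-520 nm emission); 500 nM antisense PNA served as control.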
# CRE Fsk mod: alters forskolin-stimulated CRE reporter signaling in CHO cells. CHO CRE-bla reporter (cAMP response element driving beta-lactamase), forskolin EC10, beta-lactamase ratio. Potency, µM (titrated, usually from 38.2 µM), for inactives: at the top dose activity change, negative = inhibition, hits mostly activators. 71,000 tested, 2.5% active. AID 662; active = well fitted activation curve with a large enough effect in the signal ratio, with a control signal flat, not every such curve was filed as active; inconclusive = small, poorly fitted or top-dose-only effect, or effect the other way, or a change in a side signal; the % refers to the signal ratio; also: potency is read from the fitted curve at half-maximal effect; % of control where 0% means no effect
#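 Beta-lactamase reporter under a cAMP responsive element in CHO cells; compounds tested in titration series against EC10 NKH 477, 3 h at 37 °C. Read-out: CCF4 FRET ratio 460nm/530nm (excitation 405nm) giving %Activity, fitted to AC50.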
# * = called active by the depositor; i = inactive; u = inconclusive; x = no result given; [ ] = remark or other dose. Unless noted, calls follow the shape of the dose curve; as a rule, active = well fitted curve in the direction sought with a large enough effect; inconclusive = small, poorly fitted or top-dose-only effect, or another doubt; inactive = no such curve, though single readings can be large; an effect the other way counts as inactive or inconclusive.
compound | 15-hLO inh | Ub-GFP proteasome | GFP derepression | A350 fluor | Hsp90 Hop PPI | 4MU fluor | BRCT inh green | BRCT PPI red | Pol III holo inh | HBB splice mod | CRE Fsk mod
COc1ccc(NC(=O)CN(C)S(=O)(=O)c2cccc3cccnc23)cc1 | -2% | 10% | 0% | x | 1% | x | -0.3% | -0.1% | -8% | 1.3% | -10%
Cc1csc(NC(=O)CCc2nc3ccccc3s2)n1 | u | -4% | -1% | i | u | i | 3.6% | 0.7% | -3% | -0.2%[57.5 µM] | 6%
COc1ccc(C2=Nn3c(nnc3-c3ccccc3OC)SC2)cc1OC | 10% | 0% | 2% | i | -4% | i | 3.2% | 9.1% | -9% | 1.3% | 1.3µM*
COC(=O)C1=C(C)n2nnnc2NC1c1cc2ccccc2o1 (configuration not stated) | -8% | 10% | -3% | i | -2% | i | 4.8% | -1.2% | 4% | 0.9% | 23%
C/C(=N\O)C(=O)NCCN1CCCCC1 | 4% | 4% | -1% | 1.2e-08M* | -4% | 1.2e-08M* | -3.6% | 0.7% | -9% | x | 3%
Cc1cc(C)cc(NC(=O)CSc2nnc(-c3ccccc3C)o2)c1 | -10% | 5% | -1% | u | -1% | i | 1.2% | -1.8% | -1% | 0.6% | 0%
COC(=O)[C@@]1(Cc2ccc(F)cc2)[C@H]2c3cc(C(=O)N(C)C)n(Cc4ccc(O)c(OC)c4)c3C[C@H]2CN1C(=O)c1ccccc1 | x | x | x | x | -13% | x | 2.5% | -1.7% | -2% | 0.7% | u
Cc1ccc(-n2c(SCc3cn4ccsc4n3)nc3ccccc3c2=O)cc1 | -18% | -2% | -1% | u | -12% | i | 0.0% | 1.2% | 3% | -4.7% | u
COc1ccc(C(=O)CSc2nnc(C3CCCCC3)n2N)c(OC)c1 | 14% | -7% | -2% | i | -4% | i | -0.5% | 1.4% | -1% | -0.3%[57.5 µM] | 15%
CC(C)(C)c1n[nH]c(=S)n(N)c1=O | -10% | 15% | 1% | i | 3% | i | -1.1% | 0.1% | -7% | -2.4% | -5%
O=C(NCc1ccc2c(c1)OCO2)c1cc2ncc(Br)cn2n1 | -22% | 3% | 3% | u | u | u | -14% | -14% | -12% | 2.8% | -2%
Cc1nn2c3cc(N4CCOCC4)ccc3nc2c2ccccc12 | 1% | 4% | 22% | i | 1% | i | -0.7% | -0.1% | -12% | 0.3% | u
CCOC(=O)CNc1nnc(SCC(=O)OCC)[nH]c1=O | 12% | 0% | 0% | i | -1% | i | -0.3% | -0.5% | -1% | x | u
CCCCN(CC)C(=O)c1ccc(Cl)c(Cl)c1 | -4% | 4% | -3% | i | 2% | i | -0.5% | -0.2% | -6% | -0.2% | u
O=C(CSc1nnc(CNc2ccc(F)cc2)o1)N1CCCc2ccccc21 | -3% | 1% | 1% | i | -9% | i | -1.4% | 0.0% | -3% | x | -7%
CC(=O)Nc1ccc(NC(=O)CSc2nccn2Cc2ccccc2)cc1 | -1%[11.4 µM] | -12%[9.17 µM] | -2% | x | -9%[11 µM] | x | -1.7% | 0.1% | -3%[11.4 µM] | -2.3%[0.0738 µM] | u
COc1ccc(-c2cc(C(=O)OCC(=O)N(C)C)c3ccccc3n2)cc1 | -15% | -2% | 2% | 4.3e-08M* | 23% | 4.2e-08M* | -0.3% | -5.1% | -6% | -0.3%[57.5 µM] | u
COc1ccc(CNc2oc(-c3cccc4ccccc34)nc2C#N)cc1 | -20% | x | -2% | 2.7e-07M* | -30% | 2.3e-07M* | 2.2% | -2.2% | -2% | -0.7%[0.369 µM] | 10µM*
CCCn1nnc(NC(=O)c2cc(Br)ccc2OC)n1 | -6% | -6% | 3% | i | -2% | i | 0.8% | 0.2% | -4% | 1.7% | 23%
O=C(COC(=O)c1cccs1)Nc1ccccc1 | 14% | 16% | 2% | i | 0% | i | 0.9% | -2.0% | 4% | -1.4% | u

# The last two entries of the part above come first, to join the parts.
compound | 15-hLO inh | Ub-GFP proteasome | GFP derepression | A350 fluor | Hsp90 Hop PPI | 4MU fluor | BRCT inh green | BRCT PPI red | Pol III holo inh | HBB splice mod | CRE Fsk mod
CCCn1nnc(NC(=O)c2cc(Br)ccc2OC)n1 | -6% | -6% | 3% | i | -2% | i | 0.8% | 0.2% | -4% | 1.7% | 23%
O=C(COC(=O)c1cccs1)Nc1ccccc1 | 14% | 16% | 2% | i | 0% | i | 0.9% | -2.0% | 4% | -1.4% | u
CCn1cc(C(=O)NCc2cccs2)c(=O)c2ccc(C)nc21 | 1% | 6% | 0% | i | 1% | i | -2.8% | 0.3% | -3% | x | u
O=C(c1ccsc1)N1CCN(C(=O)c2cccs2)CC1 | -7% | -7% | 4% | x | -1% | x | 0.1% | -1.5% | 2% | -7.3% | -7%
CNc1ccnc(-c2ccccc2CN(C)C)n1 | -1% | 3% | 0%[9.22 µM] | i | u | i | -0.7% | 1.8% | -1% | 0.2% | 1%
O=C1Nc2ccc(S(=O)(=O)N3CCCCCC3)c3cccc1c23 | 16µM* | 1% | x | x | 7% | x | -3.1% | -2.2% | -3% | -2.2% | u
CC(C)c1nnc(N2C(=O)c3oc4ccccc4c(=O)c3C2c2ccco2)s1 (configuration not stated) | -8% | 8% | 9% | i | -2% | i | -1.9% | 0.8% | -6% | 0.9% | -5%
COc1ccc(Nc2nc(N)nc(SCc3nnc(C)s3)n2)cc1 | -1% | -3% | 0% | i | -3% | i | 1.3% | -1.2% | -8% | -1.7% | u
Brc1ccccc1CN1CCC(N2CCCCC2)CC1 | 17% | 0% | 3% | x | -2% | x | 0.7% | -1.0% | 0% | -1.0% | -10%
CCOc1ccc(N2C(=O)c3cccnc3C2Nc2ccc(Cl)cc2)cc1 (configuration not stated) | -15% | -2% | 5% | i | -7% | i | -1.7% | 1.9% | 5% | 0.2% | 0%
CC(=O)OC(/C(O)=C(\C#N)c1nc2ccccc2[nH]1)c1ccccc1 (configuration not stated) | 8%[11.4 µM] | -5%[9.17 µM] | -2% | x | -4%[11 µM] | x | 0.5% | 2.2% | 1%[11.4 µM] | 2.0%[0.0738 µM] | u
COc1c(C(=O)Nc2c(C)n(C)n(-c3ccccc3)c2=O)ccc2ccccc12 | 5% | -1% | 2% | x | -2% | x | -0.2% | 1.5% | 0% | -1.5% | -13%
Cn1c(=O)n(CCN2CCOCC2)c(=O)c2c1nc1n2CCN1c1ccc(Oc2ccccc2)cc1 | -5% | -4% | -4% | i | -3% | i | -0.7% | 0.2% | -1% | 0.5%[1.84 µM] | 11%
C=CCn1c(SCC(=O)c2cccs2)nc2sc(CC)cc2c1=O | -13% | -3% | 0% | x | 11% | x | -1.0% | 0.7% | 1% | 1.6% | u
Cn1c(-c2ccc(Cl)cc2)cnc1N | 24% | 0% | -1% | i | u | i | -0.7% | 1.0% | 3% | 2.1%[57.5 µM] | u
Cc1occc1-c1nnc(SCC(=O)c2cc3ccccc3oc2=O)o1 | 13µM* | 3% | 2% | 1.2e-08M* | u | u | u | -5.6% | u | -3.1%[57.5 µM] | -14%
COc1cc(NC(=O)c2ccc(COc3ccccc3Br)o2)cc(OC)c1OC | -15% | -4% | 4% | i | -2% | i | -0.1% | 0.8% | 1% | 1.6% | u
O=c1ccccn1Cc1ccccc1F | -1% | -2% | 3% | i | 1% | i | -0.8% | 1.4% | 3% | 0.0%[57.5 µM] | -3%

# Profiles from above.
# COC(=O)C1=C(C)n2nnnc2NC1c1cc2ccccc2o1 (configuration not stated) reads 15-hLO inh: -8%; Ub-GFP proteasome: 10%; GFP derepression: -3%; A350 fluor: i; Hsp90 Hop PPI: -2%; 4MU fluor: i; BRCT inh green: 4.8%; BRCT PPI red: -1.2%; Pol III holo inh: 4%; HBB splice mod: 0.9%; CRE Fsk mod: 23%
# COc1ccc(C2=Nn3c(nnc3-c3ccccc3OC)SC2)cc1OC reads 15-hLO inh: 10%; Ub-GFP proteasome: 0%; GFP derepression: 2%; A350 fluor: i; Hsp90 Hop PPI: -4%; 4MU fluor: i; BRCT inh green: 3.2%; BRCT PPI red: 9.1%; Pol III holo inh: -9%; HBB splice mod: 1.3%; CRE Fsk mod: 1.3µM*
# Cc1occc1-c1nnc(SCC(=O)c2cc3ccccc3oc2=O)o1 reads 15-hLO inh: 13µM*; Ub-GFP proteasome: 3%; GFP derepression: 2%; A350 fluor: 1.2e-08M*; Hsp90 Hop PPI: u; 4MU fluor: u; BRCT inh green: u; BRCT PPI red: -5.6%; Pol III holo inh: u; HBB splice mod: -3.1%[57.5 µM]; CRE Fsk mod: -14%
